MEKK3 PB1 HTS = modulators (inhibitors or enhancers) of MEK5 binding to human MEKK3 PB1 domain; binding response (% of control), % at 10 µM; Q99759; AID 1529; 290,000 compounds, 1.4% hits; bead-based flow cytometry, Alexa488-MEK5 binding to MEKK3; actives lie on both sides; 0 = blocked by unlabeled MEK5, 100 = vehicle;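 active = binding response more than 3 SD above or below the average of its plate-row segment, actives on both sides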;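 also: Alexa488 bead fluorescence after subtracting the streptavidin-only scavenger bead signal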
DNA FID counter = counter-screen for HCV NS3 helicase inhibitors: DNA intercalator displacement; AID 1845; inhibition, % at 7.9 µM; 290,000 compounds, 0.17% hits; DNA fluorescent intercalator displacement, fluorescence; in the data active = inhibition above about 37%;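 also: 0% = vehicle and 100% = reference compound; higher means more ethidium bromide displaced from hairpin DNA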
MEKK2 mut-MEK5 = signal of MEK5 binding to mutant human MEKK2 PB1 domain | bead flow cytometry, Alexa488-MEK5 binding to MEKK2 mutant | percent response, % at 10 µM | 290,000 compounds, 0.35% hits | AID 1530; in the data active = percent response above about 24%, passing the limit was not always enough; also: inactives centre near 1; some results filed as inactive read as strong as hits
SUMO HTRF inh = inhibitors of human SUMOylation (UBC9). P63279. HTRF SUMOylation assay, SAE1/SAE2 + UBC9, in vitro. inhibition, % at 35 µM. 290,000 compounds, 0.36% hits. AID 2006; in the data active = inhibition above about 50%, passing the limit was not always enough; also: strong numbers were not always called active
Target sequence (P63279 whole entry, looked up): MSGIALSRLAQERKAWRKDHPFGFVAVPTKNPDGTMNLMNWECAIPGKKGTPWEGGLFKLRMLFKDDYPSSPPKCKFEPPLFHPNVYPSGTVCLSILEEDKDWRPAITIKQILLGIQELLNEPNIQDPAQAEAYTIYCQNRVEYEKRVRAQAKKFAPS
MEKK2wt PB1 HTS = raises or lowers MEK5 binding to wildtype human MEKK2 PB1 domain; AID 1531; binding response (% of control), % at 10 µM; 290,000 compounds, 1.1% hits; bead flow cytometry, Alexa488-MEK5 binding to MEKK2 WT; actives lie on both sides; in the data active = binding response below about 67% or above about 130%
CRFR2-BP antag = antagonists of CRF-binding protein/CRF-R2 receptor complex; 350,000 compounds, 0.59% hits; AID 588475; inhibition, % at 11.8 µM; HEK293 CRF-R2/CRF-BP, CRF-induced calcium fluorescence;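 active = inhibition of the ligand-induced calcium signal above about 50% at the single tested concentration, limit read from the data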
NS3 helicase inh = blocks Hepatitis C virus NS3 helicase unwinding; 290,000 compounds, 0.56% hits; NS3 helicase DNA unwinding, Cy5 molecular beacon fluorescence; inhibition, % at 10.9 µM;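 active = inhibition above the mean of all tested compounds plus 3 SD, set per campaign, cut at about 35% in these data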;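 also: 0% = DMSO wells and 100% = thioflavine S control wells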
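Compound dosing – single dose, 10.9 µM nominal final, DMSO 0.8% final · System – NS3 helicase fragment of HCV · Buffer or medium – MOPS pH 6.5, MgCl2, DTT, Tween20, BSA · Signal – Cy5 beacon fluorescence read at start and 1 h · Also added – annealed dual-labelled DNA beacon duplex, ATP-started · Schedule – 1 h at 25 °C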
CRFBP-R2 agonist = agonists of human CRF-binding protein/CRF-R2 receptor complex. HEK293 CRF-R2/CRF-BP, calcium dye fluorescence (FLIPR); percent of saturating CRF peptide response. activation, % at 13.2 µM. 350,000 compounds, 0.46% hits. AID 588473;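 active = activation of at least 50%, plus an integration ratio under a set limit after plate pattern correction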;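 also: plate controls were neutral control wells without compound for no effect and CRF at EC100 for full effect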
GalR3 antagonist = human GalR3 antagonism. O60755. HEK293 GalR3-CNG cAMP membrane potential fluorescence; galR3 body fused to GalR1 C-terminus. inhibition, % at 3 µM. 360,000 compounds, 0.44% hits. AID 651719;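 active = inhibition above the screen-wide average plus 3 SD, cut at about 13% in these data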;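 also: forskolin and galanin both at EC90 stimulate the cells; cAMP rise reported by CNG channel membrane potential dye signal; 0% = forskolin plus galanin with DMSO and 100% = forskolin alone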
Target sequence (O60755 1-299 limits assumed): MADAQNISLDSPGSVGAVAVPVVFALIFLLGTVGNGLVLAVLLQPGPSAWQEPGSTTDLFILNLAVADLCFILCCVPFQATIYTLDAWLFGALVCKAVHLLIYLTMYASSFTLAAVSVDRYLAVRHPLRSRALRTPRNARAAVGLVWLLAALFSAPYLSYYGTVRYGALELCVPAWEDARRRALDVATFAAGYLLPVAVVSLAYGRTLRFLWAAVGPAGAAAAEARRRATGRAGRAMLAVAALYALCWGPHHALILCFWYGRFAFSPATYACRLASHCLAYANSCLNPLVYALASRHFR
* = called active by the depositor; / = no result given. This is a subset (hit frequency here may not be typical).

Values in the order – GalR3 antagonist	MEKK2wt PB1 HTS	CRFR2-BP antag	NS3 helicase inh	MEKK3 PB1 HTS	CRFBP-R2 agonist	MEKK2 mut-MEK5	SUMO HTRF inh	DNA FID counter
> CCOC(=O)C(=O)Nc1cc(Cl)ccc1C
 : -10	110	11	-1	101	0.1	0	-10	-10
> O=C1CCC(C(=O)OCc2cc(Cl)ccc2OC(F)F)N1 (stereo unspecified)
 : -2	103	4	0	101	0.5	4	30	-1
> N#Cc1c(N2CCOCC2)nsc1-c1ccccc1
 : 4	69	6	10	75	-2.0	-35	4	-9
> O=C1OCC(CO)(CO)N=C1NNc1ccc(Cl)c(Cl)c1
 : -10	103	5	4	101	-0.2	0	2	-1
> O=C(O)CSc1nnnn1-c1ccccc1
 : -5	99	-12	6	96	1.8	1	10	1
> CCCCN1C(=O)Cc2c1nc(N)c1c(N)nc(N(CCC)CCC)c(C#N)c21
 : -1	/	-1	-10	/	1.2	/	94*	-6
> COc1ccc(/C=N/Nc2nonc2N)cc1OC
 : 0	114	-16	-2	110	-2.2	3	-20	0
> O=C(c1cccc(C(F)(F)F)c1)N1CCCCCC1
 : -7	77	12	-3	73	-3.0	-18	8	-4
> O=C(CSc1ccc2ccccc2c1)Nc1ccncc1
 : -5	/	7	1	/	-2.0	/	7	4
> CC(C)(C)C1=C(C#N)C(c2ccncc2)C(C#N)=C(N)O1 (stereo unspecified)
 : -4	91	15	2	89	5.2	-3	20	2
> Nc1c(NCc2ccccc2F)c(=O)[nH]c(=O)n1Cc1ccccc1
 : -3	111	7	1	114	-3.0	18	1	-2
> CC1(C)C(=O)OC(/C=C\c2ccccc2)C(C)(C)C1=O (stereo unspecified)
 : -6	105	3	0	86	-1.4	3	-12	-9
> CCOC(=O)C1=C(C)N=C2SC(C)C(=O)N2C1c1ccc(OC(C)=O)c(OC)c1 (stereo unspecified)
 : -2	105	9	21	104	-2.1	5	-3	-28
> CCN(c1ccccc1)S(=O)(=O)c1cc2c3c(c1)C(C)C(=O)N3CCC2 (stereo unspecified)
 : -6	96	-5	-2	97	0.7	-2	6	-38
> Cc1ccc(S(=O)(=O)c2nc(-c3ccccc3)oc2N2CCC(C(N)=O)CC2)cc1
 : -3	101	18	-4	102	6.5	0	27	-37
> Cc1nc(SCC#N)c2c(C)c(C)sc2n1
 : 2	91	3	6	90	-2.5	-3	-3	-3
> Cn1c2ccccc2c(=O)c2c(=O)n(-c3ccc(F)cc3)c(-c3cccs3)nc21
 : -2	87	28	8	85	-3.9	-25	14	3
> CC(=O)N1CCN(S(=O)(=O)c2ccc(F)c(Cl)c2)CC1
 : 4	101	-3	3	102	0.2	0	13	-3
> O=C(CCNc1cc(Cl)cc(Cl)c1)c1cccs1
 : 1	115	-12	-5	114	0.7	8	3	1
> N#C/C=C/N1CCN(Cc2ccc3c(c2)OCO3)CC1
 : -12	106	-1	5	104	-0.2	2	1	-2
> C=CCN1C(=O)NC(c2ccccc2)(C(F)(F)F)S/C1=C(\C#N)c1nnc(N2CCOCC2)n1-c1ccccc1 (stereo unspecified)
 : -1	91	-19	8	92	-1.2	-2	16	-43
> C/C(=N\NC(=O)c1cccc(N/N=C(\C)c2ccncc2)c1)c1ccncc1
 : -3	103	-15	-3	107	-0.3	-1	15	0
> CC(=O)O[C@H]1C[C@@]2(C)[C@@H](C[C@@H](O)[C@H]3[C@@]4(C)CC[C@@H](O)[C@@H](C)C4CC[C@@]32C)/C1=C(\CCC=C(C)C)C(=O)O (stereo partly specified)
 : /	96	-2	22	94	0.6	-3	-3	-54
> CCCc1c(NC(=O)Nc2ccc(F)cc2)cnn1-c1ccccc1
 : 0	100	-16	13	99	1.8	1	-3	-11
> O=C(Cn1cnc2ccccc2c1=O)c1c[nH]c2ccccc12
 : -1	101	-47	5	107	3.1	8	18	-2
> O=C(Nc1ccccc1)c1ccc(CN2CCC(Cc3ccccc3)CC2)cc1
 : -3	120	12	-17	97	8.3	10	/	4
> CC(=O)Oc1ccc2c(=O)oc(-c3ccccc3C)nc2c1
 : 0	104	17	4	104	-2.8	-1	-34	-15
> O=C(c1ccc2c(=O)n(Cc3ccccc3)c(=S)[nH]c2c1)N1CCCC1
 : -9	101	-6	0	101	-0.2	1	9	-36
> CC1(OCON)CCCc2ccccc21 (stereo unspecified)
 : -8	109	4	21	104	-1.6	7	-1	-6
> NS(=O)(=O)c1ccc(CCNC(=O)c2ccc(C#CC3(O)CCCCC3)cc2)cc1
 : 0	107	-13	6	113	11	-1	15	-22
> c1ccc2c(c1)OCC(c1csc3ncnc(N4CCCCC4)c13)O2 (stereo unspecified)
 : -2	103	19	-3	97	8.4	0	-12	-1
> O=C(CSc1nnc(CNC(=O)c2c(F)cccc2F)o1)Nc1ccc2c(c1)OCO2
 : -1	102	-7	1	101	0.3	4	7	-2
> CC(CN1CCCCC1)OC(=O)c1ccc2c(c1)OCCO2 (stereo unspecified)
 : -11	102	-5	5	101	1.0	2	0	-5
> CCOC(=O)c1nnsc1NC(=O)Nc1ccc(OC)cc1
 : 1	102	4	3	100	-1.1	9	16	3
> Cc1cc(C)cc(N=Cc2[nH]c3ccc(Br)c(Cl)c3c2O)c1
 : -4	96	-151	9	120	197*	2	0	-2
> COc1cccc(C2Nc3ccc4ccccc4c3C3=C2C(=O)CC(C)(C)C3)c1OCC(=O)O (stereo unspecified)
 : -10	107	0	3	106	0.9	7	32	-33
> Nc1nc2n(n1)C(c1cccs1)CC(c1ccccc1)N2 (stereo unspecified)
 : -3	104	0	6	102	-0.3	1	14	-13
> CNC(=O)CSc1nc(-c2ccccc2)c(-c2ccccc2)[nH]1
 : -5	104	-9	2	106	-0.9	1	21	-16
> CC(Sc1nc(N)cc(=O)[nH]1)C(=O)Nc1sc2c(c1C#N)CCCC2 (stereo unspecified)
 : -1	96	-7	5	100	-3.6	-1	-2	-18
> Cc1nc(-c2ccc(NC(=O)C3CCCCC3)cc2)cs1
 : -2	101	-15	1	101	0.5	6	-2	-18
> CCOc1ccc(N(CC(=O)NCCSc2ccccn2)S(=O)(=O)c2ccc(Cl)cc2)cc1
 : -4	101	-20	-3	106	2.5	2	22	-40
> Fc1ccc(Cn2c(SCc3ccc(F)c(C(F)(F)F)c3)nnc2C(F)(F)F)cc1
 : -6	108	30	-8	104	3.4	6	-41	-25
> Cc1c(CC(=O)NCCCC(=O)O)c(=O)oc2c(C)c3oc4c(c3cc12)CCCC4
 : -1	103	9	18	103	-0.6	4	27	-25
> Cc1cccc(-c2nc3sc(C)cc3c(=O)o2)c1
 : -3	94	-1	0	101	0.1	-6	3	2
> CCOc1ccc(CN2CCN(CCCn3cccn3)CC2CCO)cc1 (stereo unspecified)
 : -8	91	-2	0	95	-3.4	-10	11	9
> O=C(/C=C/c1ccc(Cl)cc1Cl)NCc1ccncc1
 : -9	102	11	3	105	-0.2	9	6	8
> CCOC(=O)c1[nH]c(C)c(C(=O)OCC)c1C
 : -3	113	6	-7	111	-1.0	13	10	0
> COc1cc(C(=O)Nn2c(O)c(C3=c4ccccc4=NC3=O)sc2=S)ccc1O
 : 19*	87	16	9	84	-2.2	-22	15	12
> CC(C)(O)C#Cc1ccc(C(=O)NCc2cccs2)s1
 : 0	100	-4	-6	96	1.6	0	15	-1
> O=C(O)CCCN1C(=O)c2ccc(C(=O)c3cccc([N+](=O)[O-])c3)cc2C1=O
 : 1	101	7	-4	101	-0.1	-3	5	-4
> CCc1ccccc1N(C(C)=O)c1nc(CN=C=S)cs1
 : -7	102	-22	3	111	-0.1	0	14	-5
> C/C(=N/N=C1\SCC(=O)N1c1ccccc1)c1ccc(C)cc1
 : -4	87	-1	-17	89	6.4	-9	-8	0
> CC1=NN(c2nc3ccccc3[nH]2)C(=O)C1Cc1ccccc1 (stereo unspecified)
 : /	105	6	-2	106	-2.7	6	-73	-12
> COc1ccc(N2CCN(C(=O)CN(c3ccc(OC)cc3)S(=O)(=O)c3ccccc3)CC2)cc1
 : 0	100	-19	-10	98	0.8	5	-4	-45
> O=C(O)c1cccnc1Oc1ccccc1
 : 2	/	20	10	/	1.2	/	12	5
> O=C(COc1ccc(S(=O)(=O)NC2CCCCC2)cc1Cl)N1CCN(c2ccccc2)CC1
 : -6	98	-20	-7	106	-0.8	5	-7	-30
> O=C(CSc1nccc(=O)[nH]1)N1CCOCC1
 : -1	109	-7	11	103	2.1	8	11	0
> Cc1ccc(OCc2ccc(C(=O)N3CCOCC3)cc2)cc1C
 : -7	80	16	2	72	0.4	-14	0	-30
> CCOC(=O)c1cc2n(c1C)-c1ccccc1C2=O
 : 15*	97	-19	10	97	-0.5	0	-23	1
> O=c1oc2ccccc2cc1-c1csc(Cc2nc(-c3ccc(Cl)cc3)cs2)n1
 : 9	98	-7	4	97	9.5	2	29	2
> CCOC(=O)C1=C(CC)Nc2ccccc2N=C1NC(=O)c1oc2ccccc2c1C
 : -3	79	-10	-17	101	0.6	-12	-4	-32
> COc1ccc(-c2nc(CS(=O)CC(=O)NC(C)CCc3ccccc3)c(C)o2)cc1OC (stereo unspecified)
 : 1	94	1	28	97	-0.9	-7	4	-42
> O=C(c1cccs1)N1CCN(c2ncc(Br)cn2)CC1
 : 2	99	-4	-6	97	-0.4	3	12	-7

Bioassay records from PubChem.
